mHTT CaM bind: disrupts binding of mutant huntingtin to calmodulin. P42858. inhibition, % at 15 µM. AlphaScreen His-mHTT/GST-CaM binding, luminescence. actives 3.6% (n = 190,000);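 also: 0% = both proteins with DMSO and 100% = one protein alone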
Target sequence (P42858 whole entry, looked up, stated change not applied): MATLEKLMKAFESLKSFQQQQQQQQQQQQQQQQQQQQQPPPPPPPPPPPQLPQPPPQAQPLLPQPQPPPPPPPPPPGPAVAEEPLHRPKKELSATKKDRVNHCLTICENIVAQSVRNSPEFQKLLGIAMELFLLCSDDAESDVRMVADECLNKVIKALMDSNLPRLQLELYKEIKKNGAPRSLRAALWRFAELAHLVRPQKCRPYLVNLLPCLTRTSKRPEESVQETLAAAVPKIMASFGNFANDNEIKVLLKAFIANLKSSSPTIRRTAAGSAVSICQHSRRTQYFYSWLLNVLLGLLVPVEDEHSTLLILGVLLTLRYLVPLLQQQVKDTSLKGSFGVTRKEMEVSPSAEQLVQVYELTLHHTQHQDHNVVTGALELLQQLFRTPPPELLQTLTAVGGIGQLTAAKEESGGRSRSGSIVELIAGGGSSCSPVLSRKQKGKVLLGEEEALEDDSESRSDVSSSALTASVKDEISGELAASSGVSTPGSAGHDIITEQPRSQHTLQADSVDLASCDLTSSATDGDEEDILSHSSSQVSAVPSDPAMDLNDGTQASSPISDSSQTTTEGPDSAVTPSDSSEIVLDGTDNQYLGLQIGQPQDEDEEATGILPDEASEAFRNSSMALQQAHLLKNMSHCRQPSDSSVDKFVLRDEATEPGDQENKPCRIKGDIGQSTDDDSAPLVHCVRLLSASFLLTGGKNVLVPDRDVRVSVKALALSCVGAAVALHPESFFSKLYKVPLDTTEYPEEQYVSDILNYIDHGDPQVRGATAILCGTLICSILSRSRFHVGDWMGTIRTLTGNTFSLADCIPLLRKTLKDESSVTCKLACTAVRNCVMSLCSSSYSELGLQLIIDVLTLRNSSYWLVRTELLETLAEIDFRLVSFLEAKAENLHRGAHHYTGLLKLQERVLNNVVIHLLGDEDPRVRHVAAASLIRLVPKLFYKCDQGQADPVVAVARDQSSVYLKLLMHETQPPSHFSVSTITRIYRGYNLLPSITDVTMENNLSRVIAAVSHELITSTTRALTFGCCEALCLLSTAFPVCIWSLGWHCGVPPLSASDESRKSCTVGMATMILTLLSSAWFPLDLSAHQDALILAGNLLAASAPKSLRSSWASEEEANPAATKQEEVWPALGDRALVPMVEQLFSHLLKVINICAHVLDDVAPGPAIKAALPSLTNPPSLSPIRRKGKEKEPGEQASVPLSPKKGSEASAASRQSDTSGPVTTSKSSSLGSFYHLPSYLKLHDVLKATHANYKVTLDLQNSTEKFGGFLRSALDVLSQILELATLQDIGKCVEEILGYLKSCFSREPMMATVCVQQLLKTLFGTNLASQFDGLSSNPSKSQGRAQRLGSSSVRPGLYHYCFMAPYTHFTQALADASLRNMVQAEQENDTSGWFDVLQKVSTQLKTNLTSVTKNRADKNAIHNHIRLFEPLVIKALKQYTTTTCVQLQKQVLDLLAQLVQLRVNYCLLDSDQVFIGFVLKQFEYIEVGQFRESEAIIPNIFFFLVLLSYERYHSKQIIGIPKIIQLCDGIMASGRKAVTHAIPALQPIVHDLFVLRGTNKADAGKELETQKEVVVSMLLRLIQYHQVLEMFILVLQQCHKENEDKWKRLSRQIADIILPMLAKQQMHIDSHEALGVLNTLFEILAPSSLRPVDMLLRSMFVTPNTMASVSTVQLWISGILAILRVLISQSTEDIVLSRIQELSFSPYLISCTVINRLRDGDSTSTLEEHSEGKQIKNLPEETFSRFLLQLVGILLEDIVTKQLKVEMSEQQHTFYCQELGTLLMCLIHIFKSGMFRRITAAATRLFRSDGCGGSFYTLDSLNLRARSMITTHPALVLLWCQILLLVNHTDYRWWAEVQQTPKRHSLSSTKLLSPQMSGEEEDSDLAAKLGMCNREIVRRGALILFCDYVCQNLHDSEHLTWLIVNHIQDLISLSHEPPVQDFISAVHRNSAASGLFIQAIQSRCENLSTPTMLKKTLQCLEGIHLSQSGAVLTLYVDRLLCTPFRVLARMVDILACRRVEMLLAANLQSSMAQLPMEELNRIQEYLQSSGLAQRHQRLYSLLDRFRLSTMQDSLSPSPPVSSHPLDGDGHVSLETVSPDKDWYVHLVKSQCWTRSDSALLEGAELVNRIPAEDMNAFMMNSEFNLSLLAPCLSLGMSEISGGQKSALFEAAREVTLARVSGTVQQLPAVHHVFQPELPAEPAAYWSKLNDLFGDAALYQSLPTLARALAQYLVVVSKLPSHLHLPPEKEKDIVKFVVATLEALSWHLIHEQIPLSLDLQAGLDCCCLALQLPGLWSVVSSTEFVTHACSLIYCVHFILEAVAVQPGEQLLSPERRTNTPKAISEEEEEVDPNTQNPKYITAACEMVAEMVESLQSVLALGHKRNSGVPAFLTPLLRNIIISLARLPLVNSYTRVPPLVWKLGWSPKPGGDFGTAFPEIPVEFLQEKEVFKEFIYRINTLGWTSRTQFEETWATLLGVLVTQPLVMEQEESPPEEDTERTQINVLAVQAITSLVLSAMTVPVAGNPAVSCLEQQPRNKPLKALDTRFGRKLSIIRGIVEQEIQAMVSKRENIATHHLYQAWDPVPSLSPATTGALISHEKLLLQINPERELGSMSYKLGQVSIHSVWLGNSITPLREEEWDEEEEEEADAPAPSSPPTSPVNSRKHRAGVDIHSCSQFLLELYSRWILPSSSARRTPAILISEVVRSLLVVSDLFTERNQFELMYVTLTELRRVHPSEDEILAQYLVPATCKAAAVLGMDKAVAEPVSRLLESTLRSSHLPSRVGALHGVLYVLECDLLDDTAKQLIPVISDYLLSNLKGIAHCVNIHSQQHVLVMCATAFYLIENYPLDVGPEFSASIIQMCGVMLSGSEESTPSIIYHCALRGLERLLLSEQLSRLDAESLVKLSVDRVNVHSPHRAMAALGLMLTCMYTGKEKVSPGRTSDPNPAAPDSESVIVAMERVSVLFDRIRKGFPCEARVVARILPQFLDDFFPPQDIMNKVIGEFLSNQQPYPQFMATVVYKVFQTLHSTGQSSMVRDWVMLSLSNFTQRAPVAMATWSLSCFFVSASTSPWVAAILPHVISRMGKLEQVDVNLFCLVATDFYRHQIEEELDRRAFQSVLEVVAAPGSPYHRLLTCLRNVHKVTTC
Pf apPOL inh: Pf-apPOL DNA polymerase inhibition | AID 1794808 | Recombinant Pf-apPOL, molecular beacon fluorescence, 1.5 h | actives 0.25% (n = 210,000) | inhibition, % at 10 µM
The depositor's hits bear a star; nt = not tested or not shown. Rule as the data show it: active = inhibition above about 50%; inactive = the rest.

SMILES	mHTT CaM bind	Pf apPOL inh
Cc1cccn2c(=O)c3cc(C(=O)NCc4ccccc4)c(=N)n(CCc4ccccc4)c3nc12	0.0	9.4
Cc1cc2c(c(=O)[nH]1)C(=O)O/C2=C/c1cn[nH]c1-c1cccs1	64.1*	nt
CC(CN(C)C)Nc1c2c(nc3ncnn13)CCC2 (stereo unspecified)	-2.0	-0.6
CC1CCN(C(=O)C2CCN(c3cc(N4CCCCC4)ncn3)CC2)CC1	0.0	-6.7
O=C(Nc1ccc(Cl)c(Cl)c1)C1CC(=O)N(c2ccccc2)C1 (stereo unspecified)	-4.1	2.3
CCOc1ccccc1CN1CCCC(C(=O)N2CCCCC2)C1 (stereo unspecified)	-5.8	-0.4
CC(C)(C)c1csc(CS(=O)(=O)c2ccccn2)n1	nt	-5.8
Cc1ccc(NC(=O)COc2ccccc2C)c(C(=O)O)c1	-0.9	-8.3
CCCCCCNC(=O)C1CSCCS(=O)(=O)N1Cc1ccc(F)cc1 (stereo unspecified)	-8.3	1.0
O=C(NCc1ccccc1)c1cc(-c2ccc(F)cc2)ns1	-33.7	-3.2
O=C(NC1CCCCCC1)C1CCN(Cc2c(F)cccc2Cl)CC1	3.2	9.0
Cc1cccc(CN2CCN([C@H]3CS(=O)(=O)N[C@@H]3COCc3ccccc3)CC2)c1	37.2	1.7
CC(C)NC(=O)C1COc2ccc(NC(=O)C(C)C)cc2C1 (stereo unspecified)	-0.6	-4.5
Cn1c(SCC(=O)Nc2cccc([N+](=O)[O-])c2)nnc1-c1ccc(N)cc1	4.2	0.1
O=C(NCc1ccc(F)cc1)c1coc(=O)c2ccccc12	4.0	-2.8
CC(C)NC(=O)Nc1cccnc1N1CCOCC1	-0.9	-2.2
CCOc1ncccc1C(=O)OCc1cc(-c2ccccc2F)on1	-59.8	-4.3
CCCNS(=O)(=O)c1ccc(F)c(C(=O)Nc2ccccc2Cl)c1	6.0	-4.6
CCc1ncc(C(O)(c2ccccc2)c2cc(C)ccc2C)n1C (stereo unspecified)	16.0	-9.4
CC12c3ccccc3C(c3ccccc31)C1C(=O)N(c3ccc(F)cc3)C(=O)C12 (stereo unspecified)	1.0	6.5
O=C(c1cc(-c2ccc3c(c2)OCO3)on1)N1CCCC1c1cccc(F)c1 (stereo unspecified)	-7.1	-2.2
CCCNC(=O)C1CCCN(C(=O)Cc2cccc3ccccc23)C1 (stereo unspecified)	-4.4	1.6
CC(CC(=O)Nc1nc2ccccc2s1)c1ccccc1 (stereo unspecified)	-8.5	-5.3
NC(COc1ccc(Cl)cc1)=NOC(=O)c1ccsc1	nt	-6.2
COc1ccc(C(=O)CN2CCN(C(=O)CC(C)C)CC2)cc1	-11.4	-5.1
O=c1cc(-n2ccc(C(F)(F)F)n2)oc2ccccc12	nt	-3.5
CC1C(=O)N(c2cccc(C(F)(F)F)c2)CCN1C(=O)c1cccs1 (stereo unspecified)	-4.6	-1.6
COCC(=O)N1CCCc2ccc(NC(=O)c3cc(-c4ccco4)on3)cc21	16.7	-3.6
CCN(CC)c1cc(CNC(=O)Nc2cccc(Br)c2)ccn1	8.7	1.7
O=C(NCC(F)(F)F)C1CCN(C(=O)CCSc2ccccc2)CC1	-12.1	-7.2
CCOc1ccccc1N1CCN(S(=O)(=O)c2cc(C)c(C)cc2C)CC1	-10.6	-9.9
Cc1ccc(S(=O)(=O)NCCC2CCN(C(=O)NC3CCCCC3)CC2)cc1C	6.9	-5.8
Cc1cc(=O)n(CC(=O)Nc2ccc(F)cc2Cl)c(N2CCOCC2)n1	-8.3	-1.9
COc1ccc(NC(=O)c2nn(-c3ccccc3OC)c(=O)c3ccccc23)cc1Cl	4.0	-1.8
COC(=O)C1=CN(c2cc(C)cc(C)c2)c2cc(F)c(F)cc2S1(=O)=O	6.5	0.0
CCNC(=O)c1sc(-c2ccc(C)cc2)nc1C	-2.6	-5.2
CC(C)(C)c1csc(CN2CCN(CC(=O)NCc3ccccc3)CC2)n1	-11.0	-9.1
CCOC(=O)N1CCN(CC(O)COc2ccc(Cl)cc2)CC1 (stereo unspecified)	4.1	1.4
COc1ccccc1-c1nc(-c2ccc(C)cc2)no1	-82.8	-2.1
COc1cc(C(=O)Nc2cc(C(F)(F)F)ccc2Cl)c(Br)c(OC)c1OC	-2.0	-3.7

Laid out differently: three of the compounds above.
CCOc1ccccc1N1CCN(S(=O)(=O)c2cc(C)c(C)cc2C)CC1
  mHTT CaM bind = -10.6 | Pf apPOL inh = -9.9
Cc1ccc(S(=O)(=O)NCCC2CCN(C(=O)NC3CCCCC3)CC2)cc1C
  mHTT CaM bind = 6.9 | Pf apPOL inh = -5.8
Cc1cc(=O)n(CC(=O)Nc2ccc(F)cc2Cl)c(N2CCOCC2)n1
  mHTT CaM bind = -8.3 | Pf apPOL inh = -1.9

New compounds follow.
SMILES	mHTT CaM bind	Pf apPOL inh
O=C1CCCN1CC(CN1CCOCC1)Sc1nc2ccccc2c(=O)n1-c1ccccc1 (stereo unspecified)	17.0	2.4
COc1ccc(OC)c(C2CN(C(=O)C3CC3)CC2C(=O)N2CCCCC2)c1 (stereo unspecified)	-0.7	5.7
CCN(CC)CCCNC(=O)CN1C(=O)/C(=C/c2ccc(Cl)cc2)Sc2ccccc21	19.0	2.9
Cc1onc(-c2c(Cl)cccc2Cl)c1NC(=O)NN(C)c1cccc(F)c1C#N	nt	-3.1
O=C(NCC(=O)N1CC(c2nc(-c3ccccc3)no2)C1)c1ccccc1	-2.3	-0.3
O=C(CN1N=C(c2ccc(Cl)cc2)CCC1=O)NC1CCCC1	-1.0	-10.6
Cc1cccc(C(=O)N2CC=C(C(=O)N3CCCC3)CC2)c1	17.3	-0.8
CC(C)C(=O)N1CCCC1c1nc2cc(-c3ccc(F)c(F)c3)ccc2o1 (stereo unspecified)	44.9	-6.3
COc1cccc(C=Nc2ccc(-c3ccccc3)cc2)c1O	3.0	-3.7
CC(=O)NNC(=O)N1Cc2ccccc2Oc2ccc(Cl)cc21	nt	2.1
O=C(Nc1cccc(Cl)c1)c1cn(-c2ccc(Cl)cc2)c(=O)c2ccccc12	-12.0	-2.9
CC1(C)OC(c2ccccc2)=C/C(=C/C=C(C#N)C#N)O1	46.0	-0.2
COc1cccc(N2C(=O)CC(N3CCN(c4ccccc4Cl)CC3)C2=O)c1 (stereo unspecified)	23.9	-4.7
Fc1ccc(-c2nnn(Cc3c(F)cccc3Cl)n2)cc1	-211.0	-2.8
C1CCN(c2nn[nH]n2)CC1	nt	-3.1
O=C(CN1CCC(Cn2c(C(F)(F)F)nc3ccccc32)CC1)Nc1ccccn1	-14.4	-3.4
O=S(=O)(c1cccc2cccnc12)n1cnc2ccccc21	-1.6	2.0
O=C1c2ccccc2NC(c2ccccc2)N1c1cccc(C(F)(F)F)c1 (stereo unspecified)	-21.0	-4.7
COc1cc(C=O)cc(Cl)c1OCc1cccc(C(=O)O)c1	1.6	-12.1
CCn1cc(C2=CCN(C(=O)Nc3ccc(OC)cc3)CC2)c2cccnc21	21.7	-6.6

Single records, as listed above.
Profile of `O=S(=O)(c1cccc2cccnc12)n1cnc2ccccc21` : mHTT CaM bind: -1.6; Pf apPOL inh: 2.0
Profile of `CCn1cc(C2=CCN(C(=O)Nc3ccc(OC)cc3)CC2)c2cccnc21` : mHTT CaM bind: 21.7; Pf apPOL inh: -6.6
Profile of `O=C(Nc1cccc(Cl)c1)c1cn(-c2ccc(Cl)cc2)c(=O)c2ccccc12` : mHTT CaM bind: -12.0; Pf apPOL inh: -2.9

(listing goes on)
SMILES	mHTT CaM bind	Pf apPOL inh
O=C(CCc1ccccc1)Nc1ccc(Br)cc1F	-14.8	-7.3
CCN1c2ccccc2-c2c(ssc2=S)C1(C)C	32.6	nt
Cc1ccc(NCN2C(=O)c3cccc([N+](=O)[O-])c3C2=O)nc1	3.0	3.6
CSc1sc(NC(=O)Nc2cccc(C(F)(F)F)c2)cc1C#N	nt	-1.0
COc1ccc(-c2coc3cc(OCc4ccc(Br)cc4)cc(O)c3c2=O)cc1OC	12.9	-8.7
Cc1ccnc(N2CCCC(C(=O)N3CCCCC3)C2)n1 (stereo unspecified)	-14.2	-3.3
CC(C)C(=O)Nc1ccc(NC(=O)Cc2ccc(Cl)cc2)cc1	6.6	-1.9
CCOc1ccc(N=C2C(=O)Nc3ccccc32)cc1	35.0	-1.5
CCN(CCNC(=O)CCN1N=C(c2ccc(C)cc2)CCC1=O)c1ccccc1	44.0	-7.8
CCC[C@H]1CN(c2ccc(Br)cc2)C(=O)[C@@H]1CC(=O)NC	-5.5	-14.8
COc1ccc(S(=O)(=O)Nc2ccc(S(=O)(=O)Nc3cc(OC)ccc3OC)cc2)cc1	4.5	-8.4
COc1cccc2cc(C(=O)C3=C(O)C(=O)N(CCCN(C)C)C3c3ccc(C)o3)oc12 (stereo unspecified)	-14.3	-2.2
O=C(Nc1cccc(F)c1)c1ccc(N2CCC(NCc3ccccc3O)C2)nc1 (stereo unspecified)	8.7	-2.4
Cc1ccc(-n2nc3c(c2NC(=O)c2ccc(Cl)cc2Cl)CS(=O)(=O)C3)c(C)c1	5.0	-2.9
COc1cc2c(cc1OC)C(COc1ccccc1OC)N(C(=O)C(C)C)CC2 (stereo unspecified)	8.7	0.3
COc1ccc2nc(Sc3ccc(C(F)(F)F)cc3[N+](=O)[O-])[nH]c2c1	27.0	-2.1
O=C(Cc1ccc(Br)cc1)NCCOc1ccc(F)cc1	-22.4	-16.4
Cc1cc(C)n(-c2ccc(N3CCN(C(=O)c4ccc(S(N)(=O)=O)cc4)CC3)nn2)n1	0.6	0.4
Cc1ccc(S(=O)(=O)NC(=O)Nc2ccc(OC(F)(F)F)cc2)cc1	8.0	-6.4
COc1ccc(CN2CCN(C(=O)c3ccncc3)CC2)c(OC)c1	0.5	-1.7
CC(=O)O[C@H]1C[C@@H]2CC[C@@H]3[C@H](CC[C@@]4(C)[C@H]3C[C@H]([N+]3(C)CCCCC3)[C@@H]4OC(C)=O)[C@@]2(C)C[C@@H]1[N+]1(C)CCCCC1	nt	7.1
CCc1nc2cccnc2n1C1CCN(C(=O)c2ccc(C(F)(F)F)cc2)C1 (stereo unspecified)	27.4	-7.3
COc1ccc([N+](=O)[O-])cc1NCc1cccnc1	9.8	-11.1
O=C(NC1CC2CC1N(C(=O)c1ccccc1Cl)C2)c1ccccc1 (stereo unspecified)	0.0	-0.2
CC1(C)CC(=O)C(C(C2=C(O)CC(C)(C)CC2=O)c2ccccc2)C(=O)C1 (stereo unspecified)	2.0	2.3
CNC(=O)C1CCCN(c2nc3ncn(CC(=O)Nc4cccc(F)c4)c(=O)c3s2)C1 (stereo unspecified)	-3.5	-2.2
COc1ccc(C2=N/C(=C\c3ccc(Cl)c(Cl)c3)C(=O)O2)cc1OC	0.0	-2.0
Cc1ccccc1OCC(O)Cn1c(N)nc2c1c(=O)n(C)c(=O)n2C (stereo unspecified)	-7.0	-1.0
Cc1ccnc(NC(c2ccncc2)c2ccc3cccnc3c2O)c1 (stereo unspecified)	100.0*	4.9
COc1cccc(C=C2SC(=S)N(CCCC(=O)O)C2=O)c1	6.7	-12.5

4 compounds from above, arranged by SMILES length, descending:
SMILES	mHTT CaM bind	Pf apPOL inh
CC(=O)O[C@H]1C[C@@H]2CC[C@@H]3[C@H](CC[C@@]4(C)[C@H]3C[C@H]([N+]3(C)CCCCC3)[C@@H]4OC(C)=O)[C@@]2(C)C[C@@H]1[N+]1(C)CCCCC1	nt	7.1
COc1cccc2cc(C(=O)C3=C(O)C(=O)N(CCCN(C)C)C3c3ccc(C)o3)oc12 (stereo unspecified)	-14.3	-2.2
Cc1onc(-c2c(Cl)cccc2Cl)c1NC(=O)NN(C)c1cccc(F)c1C#N	nt	-3.1
Cc1ccnc(N2CCCC(C(=O)N3CCCCC3)C2)n1 (stereo unspecified)	-14.2	-3.3

New compounds follow
SMILES	mHTT CaM bind	Pf apPOL inh
COCCCNC(=O)C1CCN(c2ncccc2-c2nc(-c3ccc(C)cc3)no2)CC1	-6.8	-2.8
Cc1cc(C)c(C(=O)N2CCC(CC(=O)NCc3cccc(Br)c3)CC2)[nH]1	18.1	-5.2
CCc1nn2c(N)c(C=C3C(C)=Nc4ccccc43)c(=O)nc2s1	5.0	0.2
Cc1nc(C(F)(F)F)ccc1C(=O)Nc1ccccc1F	nt	-8.0
O=C(NCc1ccc2[nH]c3c(c2c1)CCCC3)C1CC1	7.3	-3.7
C1=CN2CCN=C2C(N2CCSCC2)=N1	0.4	-42.5
COc1ccccc1N1CCN(c2nc3ccccc3n3c(C)nnc23)CC1	5.5	-20.1
CCC(=O)N1CCN(c2nc3c(s2)CC(C(=O)NCc2ccc(F)cc2)CC3)CC1 (stereo unspecified)	19.4	4.5
Cc1cc(C(=O)ON=C(N)c2ccc([N+](=O)[O-])o2)no1	nt	11.3
COc1ccccc1C(=O)NCC1(c2ccccc2)CCCOCC1 (stereo unspecified)	13.0	1.3
CCc1cccc(CC)c1NC(=O)c1sc2nc3c(c(-c4cccs4)c2c1N)CCCC3	nt	7.5
COc1cc(OC)cc(C(=O)N2CC(C)C(c3nc(-c4ccncc4)no3)C2)c1 (stereo unspecified)	0.2	-6.3
Cc1cc(OCC(=O)N2N=C(C3CCCCC3)CC2(O)C(F)(F)F)ccc1Cl (stereo unspecified)	100.0*	0.6
O=C(/C=C/c1cccc([N+](=O)[O-])c1)c1ccc(NC(=O)c2ccco2)cc1	10.3	-2.4
CC1=NC(=O)/C(=C\c2ccc(Cl)cc2)N(C)N1c1ccccc1	4.0	5.8
COc1ccccc1NC(=O)Nc1nnc(SCc2ccccc2)s1	1.9	1.8
CCN(CC)C(=O)C1CCCN(Cc2cc(Br)ccc2OC)C1 (stereo unspecified)	-11.1	-3.2
CC(C)Cn1c(=O)c2cc(C(=O)N3CCCC3)nn2c2ccccc21	24.5	-6.8
COc1ccc(CNC(=O)NCC(C)(O)c2ccco2)cc1OC (stereo unspecified)	-8.6	-0.6
Cn1nc(COCc2ccccc2)c2c1CCN(C(=O)Cc1cccc(F)c1)C2	55.5*	-2.4
O=C(NCc1ccc2c(c1)OCO2)C1CCCN(c2ccc(N3CCOCC3)nn2)C1 (stereo unspecified)	-9.3	-1.2
O=[N+]([O-])c1cc(C(F)(F)F)cc([N+](=O)[O-])c1N1CCN(CCO)CC1	5.0	0.5

Bioassay records deposited in PubChem BioAssay by University of Kansas High Throughput Screening Laboratory.
